# D1 antag – blocks dopamine activation of the human D1 receptor; AID 504652; activity change, negative = inhibition, % at 10 µM; HEK293 TREx D1 cells, calcium flux, dopamine EC80; hits give low values; P21728; 3.2% of 360,000 active; in the data active means activity change below about -30%; further: on the % scale 0 is the no-effect control and ±100 the full control effect
# Target sequence (P21728 whole entry, looked up): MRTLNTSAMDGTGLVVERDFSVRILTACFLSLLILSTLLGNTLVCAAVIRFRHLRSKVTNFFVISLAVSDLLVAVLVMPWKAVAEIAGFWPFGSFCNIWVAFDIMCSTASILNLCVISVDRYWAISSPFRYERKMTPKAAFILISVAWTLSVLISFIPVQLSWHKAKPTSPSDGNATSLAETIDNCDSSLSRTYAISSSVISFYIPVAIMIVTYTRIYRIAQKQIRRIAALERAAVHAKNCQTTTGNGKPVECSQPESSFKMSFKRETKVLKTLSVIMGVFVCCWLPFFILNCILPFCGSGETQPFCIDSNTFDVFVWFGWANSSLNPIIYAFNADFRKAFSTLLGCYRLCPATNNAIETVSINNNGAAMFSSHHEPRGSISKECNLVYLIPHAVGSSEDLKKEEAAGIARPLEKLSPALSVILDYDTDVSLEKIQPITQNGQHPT
#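 Antagonism measured as reduced calcium response to an EC80 dopamine addition following 180 s compound pre-read; cells were inducible HEK293 Trex D1 plated overnight at 30 C, read kinetically at 1 cycle/sec.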
# D2 antag – D2 dopamine receptor (human) antagonism | P14416 | HEK293 TREx D2 cells, calcium flux, dopamine EC80 | inhibition, % at 10 µM | 2% of 340,000 active; in the data active means inhibition above about 30%; further: 0% is about no effect
# Target sequence (P14416 whole entry, looked up): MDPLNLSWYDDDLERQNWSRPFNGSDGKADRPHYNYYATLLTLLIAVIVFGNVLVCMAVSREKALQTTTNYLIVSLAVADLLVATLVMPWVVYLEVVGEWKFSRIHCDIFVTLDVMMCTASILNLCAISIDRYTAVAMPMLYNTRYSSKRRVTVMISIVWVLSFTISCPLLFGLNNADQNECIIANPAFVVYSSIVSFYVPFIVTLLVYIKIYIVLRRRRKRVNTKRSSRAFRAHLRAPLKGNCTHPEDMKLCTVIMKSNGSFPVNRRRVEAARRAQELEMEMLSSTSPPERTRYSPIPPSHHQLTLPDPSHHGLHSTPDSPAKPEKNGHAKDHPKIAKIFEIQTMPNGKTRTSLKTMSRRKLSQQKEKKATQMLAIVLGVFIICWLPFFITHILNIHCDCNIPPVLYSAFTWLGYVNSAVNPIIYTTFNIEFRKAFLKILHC
#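 Antagonism is scored as inhibition of an EC80 dopamine-evoked calcium signal in a force-coupled, tetracycline-inducible HEK293 T-REx D2 line, with compound present 180 s before agonist.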
# D1 ag – human D1 receptor agonism; HEK293 T-REx D1 cells, calcium flux, agonist mode; activation, % at 2 µM; 1% of 360,000 active; further: 0% is about no effect
#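 Tetracycline-induced HEK293 TREx D1 cells, force-coupled to calcium signalling, were dye-loaded with a no-wash calcium kit. Compound was pin-added after a 10 s baseline. Fluorescence was read kinetically at 1 cycle/s for 180 s, with calcium rises flagged as agonism.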
# D1 potentiator – human D1 dopamine receptor positive modulation; HEK293 TREx D1 cells, calcium flux, dopamine EC20 potentiation; 0.036% of 360,000 active; potentiation, % at 10 µM; AID 504651; in the data active means potentiation above about 30%; further: 0% is about no effect
# RXFP1 antagonist – blocks the human relaxin receptor RXFP1; activity change, negative = inhibition, % at 57.5 µM; HEK293-RXFP1, relaxin-stimulated cAMP HTRF, 30 min; hits give low values; Q9HBX9; 0.59% of 350,000 active;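 active means activity change of -60% or lower, but not beyond a set lower limit; inconclusive means change between -60% and -40%, or beyond the set limit; inactive means change above -40%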; further: on the % scale 0 is the no-effect control and ±100 the full control effect
# D2 PAM – D2 dopamine receptor (human) potentiation; P14416; HEK293 T-REx D2, calcium flux, EC20 dopamine potentiation; potentiation, % at 10 µM; 0.34% of 340,000 active; AID 485347;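 active means potentiation over 3 SD above the plate norm, cut at about 30% in these data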; further: 0% is about no effect
#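 Potentiation of an EC20 dopamine calcium response measured kinetically over 180 s, after a preceding 180 s compound-only read flagging agonists. Cells: inducible Hek293 Trex D2 line, 4000/well, cultured overnight at 30 C before dye loading.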
# TRHR ag – TRH receptor (human) agonism; P34981; TRHR cells, calcium flux fluo-8, FDSS agonist mode; activation, % at 2 µM; 0.18% of 360,000 active; AID 493084; further: 0% is about no effect
#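 TRHR-expressing cells loaded with fluo-8 calcium dye; 23 nL library compound pin-transferred, kinetic FDSS fluorescence (Ex 480/Em 530) recorded about 180 s for agonist-induced calcium release, before a 10 nM TRH EC20 addition for potentiator mode.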
# TRHR PAM – allosterically enhances the human TRH receptor | TRHR cells, fluo-8 calcium fluorescence, EC20 TRH enhancement | enhancement, % at 2 µM | 0.66% of 360,000 active; in the data active means enhancement above about 30%; further: 0% is about no effect
#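 Enhancer read-out: after compound pinning and an initial kinetic agonist-mode read, an EC20 of TRH (10 nM final) was injected and fluo-8 calcium signal (Ex 480/Em 530) followed at 1 s/cycle for 100 cycles in TRHR-expressing cells.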
# D2 agonist – agonists of human D2 dopamine receptor; P14416; HEK293 T-REx D2 cells, calcium flux agonist mode; activation, % at 2 µM; 0.53% of 340,000 active;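 active means activation over 3 SD above normal in the single-dose calcium agonist read, cut at about 30% in these data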; further: 0% is about no effect
#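 Agonism is scored from calcium flux in a force-coupled, inducible HEK293 cell line expressing D2, read kinetically for 180 s after compound addition against dopamine controls.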
# An asterisk follows results filed as active; ? = inconclusive; . = not tested or not shown; & = joins results of further samples; ! = repeats disagree. Unless noted, no stated cut-off is given here; in the data, active means activation above about 30%; inactive means the rest.
no.	smiles	D1 antag	D2 antag	D1 ag	D1 potentiator	RXFP1 antagonist
1	O=C(NCc1ccco1)c1ccc2[nH]c(=O)c(=O)[nH]c2c1	-3	-8	3	-2	1
2	Cc1nc(N2CCN(C)CC2)[nH]c(=O)c1Cc1cccc2ccccc12	-19	8	5	-7	-4
3	O=C(Nc1cccc(C(=O)N2CCN(c3cccc(Cl)c3)CC2)c1)c1ccccc1	-8	-24	6	-2	-2
4	COc1ccc(C(=O)N/N=C(\N)c2cc3ccccc3oc2=O)cc1	4	7	1	.	-26
5	COc1ccc(NC(=O)c2cc(N3C(=O)C4C5CCC(C5)C4C3=O)ccc2Cl)c(OC)c1 (stereo not drawn)	0	6	0	2	13
6	COc1ccccc1CC(NC(C)=O)C(=O)NC1CCN(C(=O)Nc2ccccc2F)CC1 (stereo not drawn)	2	5	3	-4	6
7	Cc1noc(C)c1S(=O)(=O)NCCCN1CCN(Cc2ccccc2)CC1	-9	0	0	-4	.
8	CCCCN1C(=O)C(O)(CC(=O)c2c(C)n[nH]c2C)c2cc(Br)ccc21 (stereo not drawn)	6	-9	2	4	-5
9	CCCCOc1ccc(/C=C2/Sc3ccccc3C2=O)cc1	2	-11	4	1	-12
10	CCOc1c(OC(C)=O)ccc(/C=C/c2ccc3cccc(OC)c3n2)c1[N+](=O)[O-]	-7	12	2	-6	-3
11	COC(=O)C1=C(C)NC(=O)NC1c1ccccc1 (stereo not drawn)	-11	-5	1	-3	8
12	CC(C)CN(CC(C)C)S(=O)(=O)N1CCC(C(=O)N2CCc3ccccc3C2)CC1	4	11	0	-6	-3

no.	D2 PAM	TRHR ag	TRHR PAM	D2 agonist
1	4	0.0	-3	0.6
2	12	-0.5	1	0.2
3	2	-1.1	7	-1.2
4	4	-0.7	6	1.0
5	-3	-2.1	5	10
6	14	0.3	-3	0.1
7	-21	1.0	5	1.4
8	4	0.2	14	0.0
9	-1	-0.4	1	0.5
10	-7	-0.2	-6	-0.3
11	-4	0.3	-1	-0.8
12	2	0.5	4	-0.5

# (cont.)
no.	smiles	D1 antag	D2 antag	D1 ag	D1 potentiator	RXFP1 antagonist
13	Cc1nc2nc(CSc3nc4ccccc4s3)cc(=O)n2[nH]1	12	-19	1	-4	-6
14	Cc1ccc(O)c(CNCCNCc2cc(C)ccc2O)c1	21	-1	14	-6	.
15	O=C(CSC1=Nc2ccccc2C2=NC(CCC(=O)NC3CCCCC3)C(=O)N12)Nc1cccc(Cl)c1 (stereo not drawn)	6	.	10	-3	-16
16	COc1ccc2oc(=O)c(C(=O)NCCc3c(C)[nH]c4ccc(C)cc34)cc2c1	2	.	0	-3	.
17	CCOc1ccc(-n2c(=S)sc3c(=O)[nH]c(SCC(=O)NCc4ccco4)nc32)cc1	-30	45*	0	7	6
18	CC(C)(C)NC(=O)CSc1nccn1Cc1ccccc1	-16	4	4	-10	6
19	COc1ccc(C(=O)C(/C=N/O)=N/Nc2ccc(F)cc2)cc1	-26	-15	16	-3	-23
20	c1ccc(-c2ncc3ccccn23)cc1	1	5	2	-3	-8
21	CCOc1ccc(Nc2nc(N)c3ccccc3n2)cc1	1	3	3	1	-7
22	Nc1ccc(C(=O)OCc2nc3ccccc3[nH]2)cc1	-13	3	4	-6	-8
23	CCOC(=O)C1CCN(C(=O)CN(c2ccc3c(c2)OCCO3)S(C)(=O)=O)CC1	-23	-4	1	0	7
24	O=C(Nc1nccc(-c2cccs2)n1)c1ccccc1Cl	-38*	.	-2	-4	-6

no.	D2 PAM	TRHR ag	TRHR PAM	D2 agonist
13	21	0.1	12	-1.1
14	-22	0.0	-1	-0.4
15	-5	0.5	3	.
16	.	0.9	1	-0.8
17	-4	0.1	0	0.0
18	2	-0.8	1	0.5
19	1	0.4	1	5.5
20	7	1.0	8	0.1
21	9	-0.2	1	0.8
22	8	-0.1	0	-0.6
23	1	0.6	4	0.6
24	17	-0.7	14	.

# (listing goes on)
no.	smiles	D1 antag	D2 antag	D1 ag	D1 potentiator	RXFP1 antagonist
25	O=C(CN(Cc1ccc(Br)cc1)S(=O)(=O)c1ccccc1)NCc1cccnc1	23	-10	7	1	-15
26	CCN1CCN(C(=O)/C=C/c2ccc(C)cc2)CC1	-8	-13	1	-1	5
27	Cc1ccc(-n2nnnc2SCC(=O)Nc2cc(C)on2)c(C)c1	-17	25	0	-7	-8
28	CCSc1nnc(CNc2ccc(C)cc2)n1C	-10	-2	2	-2	2
29	Cc1cc(OCC(=O)NCc2nc(-c3ccccc3)no2)c(C)cc1Br	0	23	6	2	-32
30	Cc1ccc(C(=O)N2CCN(S(=O)(=O)c3ccccc3[N+](=O)[O-])C2)cc1	9	-4	0	-11	-1
31	CC(c1ccccc1)C1CC(=O)N(c2ccc(C(=O)O)cc2)C1=O (stereo not drawn)	0	-3	-1	0	-13
32	COc1ccc(Cl)cc1NC(=O)Cn1c(=O)n(Cc2nc(C)no2)c(=O)c2ccccc21	9	.	1	-1	-10
33	O=S(=O)(c1ccc(OCC(O)CN2CCN(c3ccccc3Cl)CC2)cc1)N1CCOCC1 (stereo not drawn)	-6	-10	105*	-7	-19
34	Cc1cccc(NC(=O)c2c(NC(=O)c3cccs3)sc3c2CCC(C)C3)c1 (stereo not drawn)	21	.	0	0	-7
35	CC1CCc2[nH]c3ccc(C(=O)N(C)CC(=O)Nc4ccccc4C(F)(F)F)cc3c2C1 (stereo not drawn)	11	-9	0	-2	-1
36	COc1ccc(C(CNC(=O)COc2ccc(F)cc2Cl)N2CCOCC2)cc1 (stereo not drawn)	-2	-5	2	-1	-11

no.	D2 PAM	TRHR ag	TRHR PAM	D2 agonist
25	3	-0.8	-1	-0.4
26	-12	1.5	-3	0.5
27	20	-0.9	2	-0.1
28	-6	0.0	1	0.9
29	-5	0.2	0	-0.1
30	2	-1.1	-5	-0.5
31	7	0.3	6	0.8
32	5	0.5	5	0.5
33	2	-1.4	-2	-0.9
34	-4	0.7	-6	0.9
35	1	-0.4	1	-0.4
36	-1	0.9	-3	0.5

# (cont.)
no.	smiles	D1 antag	D2 antag	D1 ag	D1 potentiator	RXFP1 antagonist
37	CCc1ccc(OCC(=O)N/N=C(\C)c2ccc(OC(F)F)cc2)cc1	13	-5	3	3	?
38	O=C(CCCNS(=O)(=O)c1cccc2nsnc12)NCc1ccc(Cl)cc1	-10	-12	5	-6	-4
39	COc1cc(C)c(C)cc1S(=O)(=O)N1CCCc2ccccc21	-19	-3	-2	-2	3
40	CCNS(=O)(=O)c1ccc(C(=O)OCc2cc(=O)oc3cc(OC)ccc23)cc1	-8	-9	3	-4	-6
41	COc1ccc(Nc2nnc(SCC(=O)N3CCCC3)s2)cc1	7	11	-1	-4	-4
42	Cc1noc(C)c1C(=O)Nc1ccccc1C(=O)NCCc1ccccc1	-3	1	1	5	-1
43	CCOC(=O)N1CCN(C(=O)CN(C2CCCCC2)S(=O)(=O)c2ccc(Cl)cc2)CC1	-4	9	0	-5	-13
44	Brc1cccc(Cn2c(-c3cncs3)nc3ccccc32)c1	-6	-33	7	-5	-35
45	COc1ccc(CCNC(=O)Cn2c(-c3ccc(F)cc3)cc(C(C)=O)c2C)cc1OC	13	.	0	-6	-4
46	CCc1c(C)c2ccc(O)c(CN3CCCC3)c2oc1=O	11	16	1	-7	11
47	CCOC(=O)C1CCN(S(=O)(=O)c2cc(Br)cc3c2N(C(=O)C2CC2)CC3)CC1	-20	-14	8	-10	6
48	NS(=O)(=O)c1ccc(-c2ccc(/C=C3\SC(=S)N(C4CCS(=O)(=O)C4)C3=O)o2)cc1 (stereo not drawn)	-5	-8	12	-7	-6

no.	D2 PAM	TRHR ag	TRHR PAM	D2 agonist
37	-7	0.5	4	0.4
38	3	-0.8	5	-0.8
39	12	19	2	7.7
40	6	0.2	-1	0.9
41	-8	0.1	1	-0.7
42	8	1.5	-2	0.9
43	-2	-1.4	-1	0.3
44	17	-0.8	10	-0.9
45	17	-0.3	15	1.1
46	-16	0.8	0	0.8
47	15	-0.9	4	0.3
48	2	4.0	12	4.4

# Given with two lines to a compound: 2 of the compounds above.
# Results follow in this order: D1 antag | D2 antag | D1 ag | D1 potentiator | RXFP1 antagonist | D2 PAM | TRHR ag | TRHR PAM | D2 agonist
(41) COc1ccc(Nc2nnc(SCC(=O)N3CCCC3)s2)cc1
  7 | 11 | -1 | -4 | -4 | -8 | 0.1 | 1 | -0.7
(42) Cc1noc(C)c1C(=O)Nc1ccccc1C(=O)NCCc1ccccc1
  -3 | 1 | 1 | 5 | -1 | 8 | 1.5 | -2 | 0.9

# The list continues:
no.	smiles	D1 antag	D2 antag	D1 ag	D1 potentiator	RXFP1 antagonist
49	COc1cc(-c2nc3cnccn3c2Nc2ccc(C(C)C)cc2)ccc1O	-7&-10	4	34*!	-1&-9	-12&5
50	CCOc1ccc(NC(=O)CN(C)C(=O)c2cc3c(s2)CCC(C)C3)cc1OCC (stereo not drawn)	-12	-3	1	-7	1
51	COc1ccc(-c2ccc(CCC(=O)O)n2-c2ccccc2O)cc1	-27&-18	-4	1&3	-10&-4	-7&-10
52	O=C1Nc2cc(S(=O)(=O)N3CCCC3)ccc2N2CCCC12 (stereo not drawn)	-15	9	22	0	-15
53	Cc1cc(NS(=O)(=O)c2ccc(NC(=O)CCCC(=O)O)cc2)nc(C)n1	-10	-2	1	-5	0

no.	D2 PAM	TRHR ag	TRHR PAM	D2 agonist
49	-7&0	-0.5&-1.2	-5&2	-0.1&-0.5
50	7	-0.7	2	-0.5
51	16&9	0.1&-0.9	1&-1	0.3&-0.5
52	-3	-0.3	6	0.1
53	10	0.2	1	.

# Ordered by formula weight (rising): some entries from above.
no.	smiles	D1 antag	D2 antag	D1 ag	D1 potentiator	RXFP1 antagonist
46	CCc1c(C)c2ccc(O)c(CN3CCCC3)c2oc1=O	11	16	1	-7	11
51	COc1ccc(-c2ccc(CCC(=O)O)n2-c2ccccc2O)cc1	-27&-18	-4	1&3	-10&-4	-7&-10
42	Cc1noc(C)c1C(=O)Nc1ccccc1C(=O)NCCc1ccccc1	-3	1	1	5	-1
44	Brc1cccc(Cn2c(-c3cncs3)nc3ccccc32)c1	-6	-33	7	-5	-35
49	COc1cc(-c2nc3cnccn3c2Nc2ccc(C(C)C)cc2)ccc1O	-7&-10	4	34*!	-1&-9	-12&5
53	Cc1cc(NS(=O)(=O)c2ccc(NC(=O)CCCC(=O)O)cc2)nc(C)n1	-10	-2	1	-5	0
45	COc1ccc(CCNC(=O)Cn2c(-c3ccc(F)cc3)cc(C(C)=O)c2C)cc1OC	13	.	0	-6	-4
43	CCOC(=O)N1CCN(C(=O)CN(C2CCCCC2)S(=O)(=O)c2ccc(Cl)cc2)CC1	-4	9	0	-5	-13
47	CCOC(=O)C1CCN(S(=O)(=O)c2cc(Br)cc3c2N(C(=O)C2CC2)CC3)CC1	-20	-14	8	-10	6

no.	D2 PAM	TRHR ag	TRHR PAM	D2 agonist
46	-16	0.8	0	0.8
51	16&9	0.1&-0.9	1&-1	0.3&-0.5
42	8	1.5	-2	0.9
44	17	-0.8	10	-0.9
49	-7&0	-0.5&-1.2	-5&2	-0.1&-0.5
53	10	0.2	1	.
45	17	-0.3	15	1.1
43	-2	-1.4	-1	0.3
47	15	-0.9	4	0.3
